# Bioassay records (PubChem)
# Insulin prom inh: inhibitors of insulin promoter-driven GFP, primary screen, imaging, TRM-6 cells (human fetal islet line), eGFP reporter, cell count; inhibition, % at 2 µM; AID 1273, 2008; reporter expression induced with tamoxifen; hit rate 0.9% among 130,000;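 active = inhibition above the mean plus 3 SD, with well images judged a real hit on visual review, cut at about 60% in these data, passing the limit was not always enough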
# SDO1 yeast rescue: growth rescue of sdo1-depleted yeast, primary screen, S. cerevisiae, bone marrow failure model; S. cerevisiae sdo1-depleted JHY4D growth rescue, OD600 30 h; stronger effect = higher value; pdr5 snq2 efflux-pump mutant strain; z-score at 10 µM; hit rate 0.21% among 140,000; AID 817, 2007;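 active = z-score above 3 at both the 24 hr and the 30 hr optical density reads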;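 also: z-score against mean and SD of all compound wells on the same plate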
# SDO1 yeast rescue Rescue 24 h: recorded beside SDO1 yeast rescue, whose call it bears; z-score; S. cerevisiae sdo1-depleted JHY4D growth rescue, OD600; measured here: growth rescue at 24 h;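 0 is the plate mean of compound wells and units are plate SD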
# Starred values were filed as active, the others as inactive; / = no result given. Not all compounds are listed. The share of hits here may be higher or lower than overall.
Insulin prom inh,SDO1 yeast rescue Rescue 24 h,canonical_smiles,SDO1 yeast rescue
/,-1.5,O=c1c2ccccc2c(-c2ccc(Cl)cc2)nn1-c1ccccc1,-1.7
10,/,O=C(NCCn1cccn1)c1ccc(OC2CCN(C(=O)C3CC3)CC2)cc1,/
20,-0.58,CCOC(=O)c1ccc(NC(=S)NCCc2ccccc2)cc1,-1.3
29,/,CNC(=S)NNC(=O)CNc1ccc(C)c(Cl)c1,/
-31,-0.6,CCOC(=O)c1cnc2c(cnn2C)c1NCCC#N,1.7
13,1.7,CN(c1ccc(C(=O)NCc2cccnc2)cc1)S(C)(=O)=O,1.5
19,-0.55,Cc1cc(C(=O)Nc2c(C)n(C)n(-c3ccccc3)c2=O)c(C)o1,0.58
-19,-0.29,C(=NCCCN1CCOCC1)c1ccc2c(c1)OCO2,0.04
39,0.29,CN(C(=O)c1c(Br)cnn1C)C12CC3CC(CC(C3)C1)C2,-0.7
-9,/,CCC(CC)C(=O)c1c[nH]c(C(=O)NCCOC)c1,/
/,-0.32,COc1cc(OC)cc(-c2cc(N3C(=O)Nc4ccccc4N3O)n[nH]2)c1,0.01
-24,0.46,COC(=O)CSc1ccc(-c2nc3ccc(C)cc3[nH]2)cn1,0.12
71*,-1.5,CCc1cccc(C)c1NC(=S)NCc1ccc2[nH]c(C)cc2c1,-0.74
21,0.12,CC(C)N(C#N)c1nc(N2CCOCC2)nc(N2CCOCC2)n1,0.14
-25,-0.3,Nc1nc2ccccc2n1/N=C/c1cccnc1,0.22
-14,0.56,O=C(NN1C(=O)c2cc(Br)ccc2NC1c1ccccc1Cl)c1ccncc1 (stereo not drawn),-0.3
-17,-0.07,CCOC(=O)C1CCCN(C(=O)c2ccccc2Oc2ccccc2)C1 (stereo not drawn),-0.68
21,-1.1,Cc1cc(N2CCOCC2)nc2ccccc12,-0.92
5,1.8,O=C(CNC(=O)c1ccc(Cl)cc1)OCC(=O)c1ccc2c(c1)OCCO2,1.6
-266,0.26,Cc1ccc(N=C2CCCN2Cc2ccccc2)c(C#N)c1,0.22
43,-1,O=C(CNS(=O)(=O)c1ccc(Br)s1)NC1CCCc2ccccc21 (stereo not drawn),-1.3
-29,1.2,COc1ccccc1N(CC(=O)NCCSc1ccccc1)S(C)(=O)=O,0.93
-45,-0.04,COc1cccc(C(=O)SC2=NCCS2)c1,0.92
5,1.2,CCCCNC(=O)c1ccc(CNc2c(N3CCC(C(=O)OCC)CC3)c(=O)c2=O)cc1,0.76
-11,/,COc1ccc(C(C)C)cc1S(=O)(=O)Nc1ccncc1,/
43,-0.31,O=C(CN(C(=O)CSc1nc2ccccc2o1)c1ccccc1)NC1CCCCC1,-0.75
11,/,CCCC(c1nnnn1Cc1ccc(F)cc1)N1CCN(CC)CC1 (stereo not drawn),/
/,-1.7,O=c1[nH]c(NCc2ccccc2)nc2c1CCC2,-1
-18,0.27,Cc1ccc(S(=O)(=O)C(CCC(=O)N2CCOCC2)S(=O)(=O)c2ccc(C)cc2)cc1,0.68
16,1.7,O=C(NNC(=O)c1cc2cc3ccccc3nc2s1)c1cccc(C(F)(F)F)c1,0.3
/,-0.43,O=C(Nc1ncc(Cc2ccc(C(F)(F)F)cc2)s1)c1ccc(-c2cccc([N+](=O)[O-])c2)o1,-0.44
-54,-0.04,CC(Sc1nc2nn(-c3ccccc3)c(=O)c-2c2n1CCCCC2)C(N)=O (stereo not drawn),0.63
/,-1.9,C/C(=N\O)c1ccc2c3ccccc3n(C)c2c1,-2.5
-214,-0.26,CCn1c(SCC(=O)Nc2ccccc2N2CCOCC2)nnc1-c1ccccc1O,-0.24
9,/,CCOC(=O)C1C(=O)N(O)CC1c1cccc(Oc2ccccc2)c1 (stereo not drawn),/
-58,-1.5,CCOc1cccc(CNc2ccc(O)cc2)c1OCc1ccc(Cl)cc1,-2.2
-9,-0.7,CCOc1cc(CN2CCN(C(=O)c3ccco3)CC2)ccc1OC,-0.37
86*,0.49,O=C1OC2CC3CC1CC(O)(C3)C2 (stereo not drawn),0.62
-3,0.31,CCCCNC(=O)C1CC(=O)N(C2CCCCC2)C1 (stereo not drawn),0.22
/,1.2,COc1cccc(-n2c(SCC#N)nnc2-c2cnccn2)c1,1.2
-55,-0.27,CCOC(=O)C1CCN(C(=O)CC(C)c2ccccc2)CC1 (stereo not drawn),-0.04
-14,/,FC(F)(F)c1cnc(NNC(=S)Nc2cccnc2)c(Cl)c1,/
19,-0.41,COc1cccc(OC)c1C(=O)N1CCN(Cc2ccncc2)CC1,0.29
0,-0.24,O=[N+]([O-])c1cc(C(F)(F)F)ccc1N1CCN(S(=O)(=O)c2ccc3c(c2)CCCC3)CC1,-0.18
0,/,CCc1[nH]nc(C(=O)N2CCCC(CCC(=O)N3CCN(c4ccccn4)CC3)C2)c1C (stereo not drawn),/
-6,-0.47,CCCc1nc2n[nH]c(N)c2c2c1CCCC2,0.35
-7,0.58,COc1ccccc1Cn1c(=S)[nH]c2cc(C(=O)N3CCN(C)CC3)ccc2c1=O,0.62
17,0.22,COc1ccc(C(C(=O)NC2CCCCC2)N(C(=O)c2sc(C)nc2C)c2ccc(C(C)=O)cc2)cc1 (stereo not drawn),0.09
25,0.02,CC1(C)Cc2c(sc3nc(-c4ccccc4)oc(=O)c23)CO1,0.09
-55,1.9,COC(=O)c1ccc(CSc2nnc(C)n2N)o1,1.6

# Part of the list above in order of count of non-hydrogen atoms, lowest first.
Insulin prom inh,SDO1 yeast rescue Rescue 24 h,canonical_smiles,SDO1 yeast rescue
-14,/,FC(F)(F)c1cnc(NNC(=S)Nc2cccnc2)c(Cl)c1,/
-54,-0.04,CC(Sc1nc2nn(-c3ccccc3)c(=O)c-2c2n1CCCCC2)C(N)=O (stereo not drawn),0.63
-18,0.27,Cc1ccc(S(=O)(=O)C(CCC(=O)N2CCOCC2)S(=O)(=O)c2ccc(C)cc2)cc1,0.68

# Carrying on:
Insulin prom inh,SDO1 yeast rescue Rescue 24 h,canonical_smiles,SDO1 yeast rescue
59,/,COc1nc(-c2ccc(Cl)cc2)ccc1-c1noc(-c2ccncc2)n1,/
46,-0.85,O=C(CCNC(=O)c1ccco1)NCc1ccccc1,-0.43
8,-0.5,Cc1cc(NC(=O)CSC2=Nc3ccccc3C3=NC(Cc4ccccc4)C(=O)N23)n[nH]1 (stereo not drawn),-0.32
-3,-0.85,COc1nc(OC)nc(N2CCC(C(=O)NC3CCCCCC3)CC2)n1,0.2
-94,/,CC(=O)N(C(C)=O)N1C(=O)C2C3c4ccccc4C(c4ccccc43)C2C1=O (stereo not drawn),/
-33,-0.92,c1ccc(N2CCN(c3nc(NCc4ccco4)c4ccccc4n3)CC2)cc1,-1.8
-12,/,O=c1c2ccccc2[nH]c(=S)n1CC1CCCO1 (stereo not drawn),/
-54,0.69,Cc1ccc2cc(/C=C3\N=C(c4ccccc4)OC3=O)c(N3CCOCC3)nc2c1,1
-10,1,NNC(=O)[C@@H]1C[C@@H]1c1ccccc1,0.07
-16,1.6,O=C(NCc1ccc(F)cc1)C1CCN(C(=O)NCc2ccccc2)CC1,1.8
20,0.14,CCC1CCCCN1C(=O)CSc1nc(N)c(NC(=O)c2ccco2)c(=O)[nH]1 (stereo not drawn),0.36
30,-0.73,CCOCC(=O)Nc1c(C(=O)Nc2ccccc2OC)oc2ccccc12,-1.9
/,-0.83,N#C/C(=C1/CCCCCN1)c1nc2ccccc2[nH]1,-0.75
3,2.5,COCCn1nnnc1C(c1cccc(C#N)c1)N1CCCCCC1 (stereo not drawn),0.92
29,-0.27,N/C(=N\OC(=O)c1cccc(F)c1)c1ccccc1,-1
/,-0.93,c1cc2c(nn1)CCc1nonc1-2,-0.9
0,-0.41,CCCCC(=O)N=c1sc2cc(S(C)(=O)=O)ccc2n1C,0.1
-47,/,O=C(COC(=O)CCSc1ccc(Cl)cc1)NCc1ccco1,/
8,-1.4,CCOC(=O)c1sc(NC(=O)c2ccccc2)cc1C,-0.91
-125,/,COCCNC(=O)CSc1nc2ccccc2c(=O)n1CCC(=O)NCCc1ccc(OC)c(OC)c1,/
/,-0.64,CCC1(C)NC(=O)N(CC(=O)Nc2sc3c(c2C(=O)OC)CCCCC3)C1=O (stereo not drawn),0.3
-15,-1.4,O=C(Nc1nc(-c2cc(Cl)sc2Cl)cs1)c1cccs1,-2.5
/,-0.54,Cc1ccc(CN(C)C(=O)C2CCCN2C(=O)c2cccs2)o1 (stereo not drawn),-0.2
0,1.3,O=C(NCCN1CCN(c2ccccc2)CC1)C1CCN(S(=O)(=O)N2CCOCC2)CC1,1
45,-0.73,CC(=O)Nc1cccc(C(=O)OC(C(=O)c2ccc(C)cc2)c2ccccc2)c1 (stereo not drawn),-1.3

# A portion from the list above, as a working copy:
Insulin prom inh,SDO1 yeast rescue Rescue 24 h,canonical_smiles,SDO1 yeast rescue
46,-0.85,O=C(CCNC(=O)c1ccco1)NCc1ccccc1,-0.43
8,-0.5,Cc1cc(NC(=O)CSC2=Nc3ccccc3C3=NC(Cc4ccccc4)C(=O)N23)n[nH]1 (stereo not drawn),-0.32
-3,-0.85,COc1nc(OC)nc(N2CCC(C(=O)NC3CCCCCC3)CC2)n1,0.2
-94,/,CC(=O)N(C(C)=O)N1C(=O)C2C3c4ccccc4C(c4ccccc43)C2C1=O (stereo not drawn),/

# The listing picks up with the 7 entries that preceded the break.
Insulin prom inh,SDO1 yeast rescue Rescue 24 h,canonical_smiles,SDO1 yeast rescue
8,-1.4,CCOC(=O)c1sc(NC(=O)c2ccccc2)cc1C,-0.91
-125,/,COCCNC(=O)CSc1nc2ccccc2c(=O)n1CCC(=O)NCCc1ccc(OC)c(OC)c1,/
/,-0.64,CCC1(C)NC(=O)N(CC(=O)Nc2sc3c(c2C(=O)OC)CCCCC3)C1=O (stereo not drawn),0.3
-15,-1.4,O=C(Nc1nc(-c2cc(Cl)sc2Cl)cs1)c1cccs1,-2.5
/,-0.54,Cc1ccc(CN(C)C(=O)C2CCCN2C(=O)c2cccs2)o1 (stereo not drawn),-0.2
0,1.3,O=C(NCCN1CCN(c2ccccc2)CC1)C1CCN(S(=O)(=O)N2CCOCC2)CC1,1
45,-0.73,CC(=O)Nc1cccc(C(=O)OC(C(=O)c2ccc(C)cc2)c2ccccc2)c1 (stereo not drawn),-1.3
/,0.05,CC1(C)CC2(CC(c3cccs3)c3cc(Cl)c(O)cc3O2)NC(=S)N1 (stereo not drawn),0.83
37,-0.07,COc1cc(C(=O)NCC(=O)N/N=C/c2cccs2)cc(OC)c1OC,0.41
-33,-0.97,C/C(=C\C(=O)c1ccccc1)Nc1cccc(O)c1,0.03
27,/,Cc1ccc2c(c1)C(O)(CC(=O)c1ccc(C)s1)C(=O)N2 (stereo not drawn),/
-58,/,Cc1cc(C)nc(N/N=C2/CCCC/C2=C\c2ccccc2)n1,/
/,0,Nc1cc(N)nc(SCC(=O)N2CCCCC2)n1,0.18
17,-0.75,CCn1c(-c2csc3ccccc23)n[nH]c1=S,-0.28
-6,-0.24,CN(C)CCn1c(C(=O)O)cc2ccccc21,0.61
-87,0.62,CCc1nnc(NC(=O)CN2C(=O)c3ccccc3C2=O)s1,0.84
38,1.4,COC(CNC(=O)C(=O)NCC1OCCN1C(=O)c1ccc(Cl)cc1)OC (stereo not drawn),0.41
17,0.43,CCn1c(O)c2ccc(C(=O)N=NC(=O)c3cccnc3)cc2c1O,1.1
-11,1.4,O=C(Cn1c(COc2ccccc2)nc2ccccc21)Nc1cc(Cl)cc(Cl)c1,-0.29
-5,-1.1,O=c1cc(N2CCCCC2)c(-c2ccccc2)nn1Cc1cccc(Cl)c1,-2.1
21,0.6,O=S1(=O)CC/C(=N\O)c2ccccc21,0.47
-39,2.2,Cc1ccc(Sc2nnc(-c3ccccc3)cc2C#N)cc1,1.4
33,-0.03,CC1CC2(CCCCC2)Nc2ccc3ccccc3c21 (stereo not drawn),0.21
-19,-0.64,CCOC(=O)CSc1cc(=O)n(CC)c2ccccc12,-0.41
9,0.15,Cn1ncc(C#N)c1NC(=O)C1CC(c2c(F)cccc2Cl)=NO1 (stereo not drawn),0.54
29,/,CCOC(=O)N1CCN(c2cc(C)c([N+](=O)[O-])cc2F)CC1,/
-88,0.43,CCOC(=O)C1=C(C)NC(=O)NC1c1ccccc1Cl (stereo not drawn),0.85
-305,0.16,Cn1c(=O)c2c(nc(N3CCc4ccccc4C3)n2Cc2ccc(Br)cc2)n(C)c1=O,-0.86
/,0.05,c1cncc(-c2nnc(-c3cccs3)o2)c1,0.75
26,-1.2,Cn1c(=O)n(Cc2ccccc2)c(=O)c2c1nc(NCC1CCCO1)n2Cc1ccccc1 (stereo not drawn),-1.3
19,0.26,CC(=O)C1=C(O)C(=O)N(c2nccs2)C1c1ccc(Br)cc1 (stereo not drawn),0.57
/,0.93,CN1C(=O)CSc2ccc(NC(=O)NCc3cccnc3)cc21,0.95
67,1.4,Cc1nn(-c2ccccc2)c(N2CCCC2)c1/C=N/Nc1ccc(S(=O)(=O)Nc2ccccc2)cc1[N+](=O)[O-],0.64
42,/,COC(=O)COc1cccc(NC(=O)c2cccc(C)c2)c1,/
/,1.3,CCOCC(=O)Nc1nc(-c2ccccc2)c(CC)s1,0.89
-30,-0.01,CN(C)CCCN1C(=O)c2oc3ccccc3c(=O)c2C1c1cccs1 (stereo not drawn),0.33
3,1.7,COc1ccc(COc2ccsc2C(=O)Nc2ccc(Cl)c(Cl)c2)cc1,0.29
-7,/,CCN(CC)C(=O)c1cn(CCC#N)nc1-c1ccc2c(c1)OCCO2,/
/,-0.07,COc1ccc(Cc2nc(-c3ccc(-n4cccc4)cc3)no2)cc1OC,-1.9
47,-0.76,COc1cccc(C(=O)Cn2c(NCCO)nc3ccccc32)c1,-0.23
-32,-0.51,COC(=O)c1cc2oc(C)cc2n1CC(=O)Nc1cc(C)cc(C)c1,-0.38
-10,0.11,Cc1ccc2nc(C)c(C(=O)N/N=C/c3cccc([N+](=O)[O-])c3)cc2c1,-0.01
